# OXTR ag – agonists of human oxytocin receptor. P30559. CHO-OTR cells, Fluo-8 calcium fluorescence; normalized: DMSO 0%, oxytocin 100%. activation, % at 3 µM. hit rate 0.32% among 320,000;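 active means activation above the mean of all tested compounds plus 3 SD, cutoff set per screening run, cut at about 20% in these data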;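 further: peak over basal fluorescence ratio from a 100 s FLIPR kinetic read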
# Target sequence (P30559 whole entry, looked up): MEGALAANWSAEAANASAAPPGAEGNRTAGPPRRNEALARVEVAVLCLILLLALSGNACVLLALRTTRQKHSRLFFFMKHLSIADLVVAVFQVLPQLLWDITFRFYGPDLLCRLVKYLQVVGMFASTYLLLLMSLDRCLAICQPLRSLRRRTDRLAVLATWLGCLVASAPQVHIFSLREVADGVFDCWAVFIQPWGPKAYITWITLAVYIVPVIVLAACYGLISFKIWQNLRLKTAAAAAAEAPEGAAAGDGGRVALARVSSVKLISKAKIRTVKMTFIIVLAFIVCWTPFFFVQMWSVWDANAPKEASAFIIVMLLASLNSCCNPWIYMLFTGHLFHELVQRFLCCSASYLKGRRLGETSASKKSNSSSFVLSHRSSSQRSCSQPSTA
# IMP-1 inh – inhibitors of Pseudomonas aeruginosa IMP-1 metallo-beta-lactamase | hit rate 0.45% among 290,000 | inhibition, % at 5.6 µM | purified IMP-1, nitrocefin hydrolysis, epi-absorbance fluorescence | AID 1556;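 active means inhibition above the mean plus 3 SD of all compounds in the same screening run, cut at about 4.5% in these data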;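 further: 0% = IMP-1 with DMSO and 100% = DMSO wells lacking enzyme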
#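 System: purified IMP-1; amount: IMP-1 0.2 nM before substrate addition; compound: single dose, 5.6 µM; times: 25 °C, 15 min preincubation, 25 min reaction; signal: Epi-absorbance via hydrolysed-nitrocefin quenching of white-plate fluorescence, 480/530 nm, EDTA stop; benchmarks: DMSO with and without IMP-1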
# FID counter – fluorescent intercalator displacement, NS3 helicase counter-screen | DNA fluorescent intercalator displacement, fluorescence | inhibition, % at 7.9 µM | hit rate 0.17% among 290,000; in the data active means inhibition above about 37%;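 further: 0% = vehicle and 100% = reference compound; higher means more ethidium bromide displaced from hairpin DNA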
# PHOSPHO1 block – PHOSPHO1 (human) inhibition | inhibition, % at 13.3 µM | recombinant PHOSPHO1, absorbance phosphatase assay | hit rate 1.1% among 290,000 | AID 1565 | Q8TCT1; in the data active means inhibition above about 60%
# Target sequence (Q8TCT1 whole entry, looked up): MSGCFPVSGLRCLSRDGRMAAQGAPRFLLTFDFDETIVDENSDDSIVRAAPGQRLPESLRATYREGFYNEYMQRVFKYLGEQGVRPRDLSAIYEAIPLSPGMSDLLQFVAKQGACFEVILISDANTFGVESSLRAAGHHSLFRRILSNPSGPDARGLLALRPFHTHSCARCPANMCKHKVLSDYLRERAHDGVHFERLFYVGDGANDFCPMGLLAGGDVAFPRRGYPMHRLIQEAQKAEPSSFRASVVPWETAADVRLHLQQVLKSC
# VIM-2 inh – blocks Pseudomonas aeruginosa VIM-2 metallo-beta-lactamase; inhibition, % at 5.6 µM; AID 1527; purified VIM-2, nitrocefin hydrolysis, epi-absorbance fluorescence; hit rate 0.89% among 290,000;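 active means inhibition above the mean of all tested compounds plus 3 SD, cutoff set per screening run, cut at about 7.5% in these data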;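 further: red hydrolysis product quenches plate fluorescence so inhibitors raise well fluorescence; 0% = enzyme with DMSO and 100% = DMSO without enzyme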
# V1R ag counter – activates human V1a receptor in oxytocin agonist counter-screen; activation, % at 3 µM; P37288; CHO-V1R cells, Fluo-8 calcium fluorescence, agonist mode; 0% DMSO, 100% 3 nM vasopressin; hit rate 0.25% among 320,000;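 active means activation above the mean activation of all tested compounds plus 3 SD, per screening run, cut at about 20% in these data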;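 further: signal is peak over basal fluorescence ratio across a 100 second FLIPR read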
# Target sequence (P37288 whole entry, looked up): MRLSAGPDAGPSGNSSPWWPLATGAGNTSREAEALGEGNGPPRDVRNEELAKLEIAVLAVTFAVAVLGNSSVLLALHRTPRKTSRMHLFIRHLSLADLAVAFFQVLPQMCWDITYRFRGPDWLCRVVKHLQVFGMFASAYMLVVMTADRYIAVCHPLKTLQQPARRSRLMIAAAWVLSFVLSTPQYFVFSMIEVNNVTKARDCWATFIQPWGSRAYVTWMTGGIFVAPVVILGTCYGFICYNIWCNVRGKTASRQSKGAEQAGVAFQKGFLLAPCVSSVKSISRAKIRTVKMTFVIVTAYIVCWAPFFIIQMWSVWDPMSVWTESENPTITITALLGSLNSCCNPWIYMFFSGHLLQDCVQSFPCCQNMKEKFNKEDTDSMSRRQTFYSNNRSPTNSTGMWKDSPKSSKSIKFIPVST
# HCV NS3 hel inh – HCV NS3 helicase inhibition. NS3 helicase DNA unwinding, Cy5 molecular beacon fluorescence. hit rate 0.56% among 290,000. inhibition, % at 10.9 µM;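 active means inhibition above the mean of all tested compounds plus 3 SD, set per campaign, cut at about 35% in these data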;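 further: 0% = DMSO wells and 100% = thioflavine S control wells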
#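 System: HCV NS3 helicase fragment; control set: DMSO and thioflavine S; technique: Cy5 fluorescence at 0 and 60 min, beacon hairpin quenching; reagent: beacon DNA duplex substrate plus ATP; replicates: singlicate; schedule: 1 h reaction at 25 °C, ATP-initiated; medium: MOPS buffer pH 6.5 with MgCl2, DTT, Tween20, BSA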
# GPR7 antagonist – blocks human GPR7 receptor signaling; GPR7-expressing cells, fluorescence antagonist assay; inhibition, % at 4.4 µM; hit rate 1.1% among 290,000; in the data active means inhibition above about 16%, passing the limit was not always enough;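 further: cells stimulated with the agonist NPW; 0% = agonist with vehicle and 100% = vehicle without agonist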
# GalR3 antag – blocks the human galanin receptor 3; O60755; HEK293 GalR3-CNG cAMP membrane potential fluorescence; galR3 body fused to GalR1 C-terminus; inhibition, % at 3 µM; hit rate 0.44% among 360,000; AID 651719;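 active means inhibition above the screen-wide average plus 3 SD, cut at about 13% in these data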;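 further: forskolin and galanin both at EC90 stimulate the cells; cAMP rise reported by CNG channel membrane potential dye signal; 0% = forskolin plus galanin with DMSO and 100% = forskolin alone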
# An asterisk follows results filed as active; . = no result given.
SMILES,OXTR ag,IMP-1 inh,FID counter,PHOSPHO1 block,VIM-2 inh,V1R ag counter,HCV NS3 hel inh,GPR7 antagonist,GalR3 antag
CCOC(=O)C(=O)Nc1ccc(OCc2ccccc2)cc1,6.8,-3.5,-9,13,-1.8,5.1,4,14,-7
O=C(CSc1nncs1)N1CCN(S(=O)(=O)c2ccccc2)CC1,-1.1,-2.4,-11,20,-2.5,0.3,7,-6,0
CCSc1cc(C)nc2c(-c3ccc(Cl)cc3)c(C)nn12,-0.2,-1.2,-2,-4,-3.9,0.2,-5,-8,-6
Cc1ccc2c(c1)c1c(n2CC(O)CNC(C)(C)C)CCCC1 (stereo unspecified),.,-2.2,25,-7,-2.9,.,-38,21*,-4
Cc1ccc(S(=O)(=O)Nc2cccc(CP(=O)(c3ccccc3)c3ccccc3)c2)cc1,2.2,-4.2,-44,-8,-2.3,1.8,-7,-10,-8
CCCc1cc(=O)[nH]c(SCC(=O)Nc2ccc(OC(F)F)cc2)n1,4.1,-1.8,-4,-16,-0.7,3.9,-5,2,-4
O=S(=O)(c1ccc2ncn(O)c2c1)N1CCOCC1,-0.2,-1.4,1,18,-4.5,1.1,-5,1,0
NC(=O)C1CCN(C(=O)CCSc2ccccc2)CC1,0.3,-2.0,3,3,-0.4,0.7,10,8,3
CCN(CC)c1ccc(NC(=O)c2cccc(C)c2OC)c(C)c1,-2.6,-2.4,-9,38,-3.9,-1.4,11,-13,-3
O=C(OCCNc1nc(-c2ccccc2)nc2ccccc12)c1cccnc1,1.7,-4.7,-6,-7,-0.8,-0.1,-14,-8,-5
O=C(NCCSc1ccccc1)c1ccccc1,-2.2,-4.6,-1,-31,-5.5,-0.1,-2,-15,-8
Cc1[nH]c2ccccc2c1C(C#N)(C#N)C1C(=O)c2ccccc2C1=O,0.0,-3.6,-4,37,-2.0,2.0,7,-8,-3
CN(C)S(=O)(=O)c1cccc(NC(=O)c2cc(=O)[nH]c(=O)[nH]2)c1,0.3,-1.0,-6,14,-2.6,0.9,1,-13,-4
COc1ccccc1OCC(=O)NC1CCCCCC1,-1.2,0.2,-16,13,-1.9,0.1,-10,-7,-7
CC(C)CCNC(=O)C1CCC(CNc2c(N3CCCC3)c(=O)c2=O)CC1 (stereo unspecified),0.1,-3.9,-18,4,-1.4,1.3,12,0,-3
O=C(COc1ccccc1[N+](=O)[O-])Nc1ccc(N2CCN(C(=O)c3cccs3)CC2)cc1,11,-1.3,-14,54,-0.9,11,1,-24,1
Cc1nc(NC(=O)c2ccc(Cl)cc2)sc1Cc1ccc2c(c1)OCO2,-1.7,-1.6,5,71*,-2.6,0.3,-7,5,-7
Nc1cc(=O)[nH]c(SCC(=O)Nc2cccc(Cl)c2Cl)n1,0.4,-2.7,-1,-15,-3.7,-0.6,-5,12,-5
CN1CCN(C(=O)CSc2nc3c(c(=O)n(C)c(=O)n3C)n2C)CC1,0.5,-1.9,-5,28,76*,0.8,-1,-5,-8
CCOc1ccc(OCCCC(=O)Nc2nc3ccccc3[nH]2)cc1,0.6,-4.1,-1,32,-3.1,0.9,-3,-10,-4

# Part of the list above in order of SMILES length, highest first:
SMILES,OXTR ag,IMP-1 inh,FID counter,PHOSPHO1 block,VIM-2 inh,V1R ag counter,HCV NS3 hel inh,GPR7 antagonist,GalR3 antag
O=C(COc1ccccc1[N+](=O)[O-])Nc1ccc(N2CCN(C(=O)c3cccs3)CC2)cc1,11,-1.3,-14,54,-0.9,11,1,-24,1
Nc1cc(=O)[nH]c(SCC(=O)Nc2cccc(Cl)c2Cl)n1,0.4,-2.7,-1,-15,-3.7,-0.6,-5,12,-5
COc1ccccc1OCC(=O)NC1CCCCCC1,-1.2,0.2,-16,13,-1.9,0.1,-10,-7,-7

# Continued:
SMILES,OXTR ag,IMP-1 inh,FID counter,PHOSPHO1 block,VIM-2 inh,V1R ag counter,HCV NS3 hel inh,GPR7 antagonist,GalR3 antag
CCC(=O)Nc1ccc(/C(C)=N/NC(=O)c2c(Br)c(C)nn2C)cc1,-0.2,-2.4,-2,7,-4.2,1.4,0,-13,0
COc1ccccc1N1CCN(C(=O)c2ccc(CN3CCc4ccccc4C3)cc2)CC1,-0.6,-3.4,-13,7,-3.5,1.2,-5,-5,-5
Cc1cc(C(=O)Nc2ccccc2C)on1,0.8,1.0,-1,37,0.8,0.2,0,-8,-1
CCOC(=O)c1cc(-c2ccccc2)n(CC(=O)Nc2cc(OC)cc(OC)c2)c1C,1.2,-2.7,-3,-5,-2.1,0.8,-8,-6,-1
CN(C)CCCN(C(=O)CCc1ccccc1)c1nc2ccc(Cl)cc2s1,24*,-4.6,14,-9,-2.2,14,-86,23*,-18
CCN(C(=O)CSc1ncccc1C(=O)OC(C)C)c1cccc(C)c1,-1.7,-4.1,-37,9,-1.8,-1.0,0,3,6
CC(=O)N1CCCc2cc(S(=O)(=O)N3CCCC(C(=O)N4CCN(c5cc(C)ccc5C)CC4)C3)ccc21 (stereo unspecified),6.1,-4.5,-58,20,-1.6,7.5,-41,6,-3
CN1COc2ccc3ccccc3c2C1,0.5,-0.1,-1,-5,0.0,-0.1,-5,-11,-5
CC(C)Cc1nc(N2CCCCC2)c(C#N)c2c1CCC2,-0.4,-3.0,-5,21,-3.8,-0.4,-2,-12,-2
Cc1c(C(=O)N2CCCC2)oc2ccc(Br)cc12,.,0.8,-44,41,-0.6,.,23,-2,-3
CC(=O)Nc1ccc(S(=O)(=O)Nc2cc([N+](=O)[O-])ccc2C)cc1,3.0,-1.4,-4,53,-1.0,2.6,1,-6,-5
CC(NC(=O)c1ccco1)c1cccc2ccccc12 (stereo unspecified),1.8,-5.9,-3,1,-0.8,1.7,3,-6,-3
c1ccc(Nc2nc(-c3ccccc3)nc3ccccc23)cc1,17,1.4,3,-3,1.9,0.5,-7,-6,-10
Cc1ccsc1C(=O)NNC(=O)C1CC=CCC1C(=O)O (stereo unspecified),1.9,-3.8,-12,24,-4.0,1.3,25,-7,-3
Cc1noc(C)c1S(=O)(=O)Nc1ccc(C(C)C)cc1,-2.7,-2.2,-19,44,-1.3,-1.3,-3,-9,1
Cn1cnnc1SCC(=O)Nc1ccc(Cl)cc1,0.4,-2.7,0,19,-0.6,1.2,6,-8,-9
CCOC(=O)C1=C(C)NC(C)=C(C(=O)OCC)C1C(=O)OCC(N)=O,0.9,-2.2,-5,-119,-0.6,0.4,0,-6,-11
Oc1ccccc1-c1cc(-c2ccccc2)no1,1.1,-1.9,2,42,-0.6,1.9,-7,16,0
Cc1c(Br)c(C(=O)NNC(=O)c2ccc(C(C)(C)C)cc2)nn1C,1.2,-3.9,-15,37,-3.1,-0.9,-4,-1,-2
COc1ccc2c(c1)[nH]c1c(N3CCSCC3)ncnc12,4.7,0.5,3,25,1.1,19,-6,-11,-1
Cc1cccn2c(=O)c3cc(C(=O)NCCc4ccccc4)sc3nc12,1.4,-2.1,-7,11,3.7,1.5,6,2,6
COC(=O)CNC(=O)C(Cc1ccccc1)NS(=O)(=O)c1ccc2c(c1)c(=O)n(C)c(=O)n2C (stereo unspecified),-1.3,-2.7,-5,22,-2.3,-1.0,-13,-18,-7
O=C(COC(=O)c1ccc(Cl)nc1)Nc1cc(S(=O)(=O)N2CCCCC2)ccc1Cl,0.8,-2.1,-9,40,-1.8,2.4,9,-11,2
CN(C)CCN(C(=O)c1cccc(N2C(=O)CCC2=O)c1)c1nc2ccc(Br)cc2s1,0.7,1.1,8,14,-0.5,0.7,-4,2,-6
CC(=O)Nc1ccc(C(=O)OCCC(C)C)cc1,0.9,-3.8,-2,-4,-0.7,1.7,0,25*,-6
COc1cccc(NS(=O)(=O)c2cc3[nH]c(=O)c(=O)[nH]c3cc2C)c1,0.5,-3.0,-10,49,-1.5,-0.1,8,2,1
CC1(C)CC(=O)C(Br)=C(O)C1,.,-1.0,0,15,-2.5,.,4,-1,-3
CCCCNC(=O)c1ccc2c(c1)N(CC)C(=O)c1ccccc1S2(=O)=O,0.7,-2.7,-13,10,-2.6,1.1,4,4,.
CCOc1ccc(C(=O)Nc2ccc(Cl)cn2)cc1Cl,-1.4,-3.1,-2,-22,-2.7,-1.0,1,-9,-2
OC(c1cccs1)(c1cccs1)C1C[N+]2(CF)CCC1CC2 (stereo unspecified),-0.2,-1.9,-1,6,-1.5,-0.9,6,-14,-11
COC(=O)[C@@H]1C[C@@]2(O)[C@H](O)[C@H](O)[C@H](O)C[C@H]2N1CC(c1ccccc1)c1ccccc1,-0.3,.,.,4,.,0.8,.,.,-1
CCOC(=O)C(=NC(C)CC)NNc1cccc(C(F)(F)F)c1 (stereo unspecified),-2.6,-1.8,2,19,-3.6,-0.5,-1,-2,-5
CCC(=O)Nc1cccc(NC(=O)CSc2nnc(-c3ccc(NS(C)(=O)=O)cc3)n2C)c1,0.1,-4.1,-12,6,-4.9,-0.5,8,4,-3
CC(=O)c1ccc(N2CCN(S(=O)(=O)c3ccc4c(c3)CC(=O)N4C)CC2)cc1,0.6,-2.9,-41,29,-1.9,0.0,26,-1,1
O=C(COC(=O)/C=C/c1ccccc1Cl)NCCc1ccc(Cl)cc1Cl,0.0,-3.2,-8,-2,-0.8,0.0,3,-7,0
CCOC(=O)C1CCN(c2c(NCCN3CCN(c4ccccc4)CC3)c(=O)c2=O)CC1,0.0,-3.2,-9,-9,-6.0,-0.4,-5,-4,4
Cc1ccccc1N1CCN(C2CCCN(C(=O)c3cn4cccc(C)c4n3)C2)CC1 (stereo unspecified),.,-2.0,-8,41,-1.4,.,0,-34,2
CN(CCNC(=O)C1CCN(c2ncnc3c2nc2n3CCCCC2)CC1)Cc1ccccc1,-0.8,-3.9,-2,58,-1.8,-1.1,-2,-5,-3
CCCCC(O)(CCCC)C(=O)NNc1ccccc1,-1.9,-2.1,-2,12,0.4,-0.5,3,2,-3
O=C1Nc2ccccc2/C1=C/c1cccnc1,0.6,-2.9,10,-1,-1.4,-0.7,-1,3,0
O=S(=O)(c1ccc(OCC(O)CN2CCN(c3ccccc3O)CC2)cc1)N1CCOCC1 (stereo unspecified),9.8,-2.6,8,16,-1.8,11,-11,-11,-4
CCNCCNC(=O)c1c(O)c2ccccc2n(CC)c1=O,0.8,-2.9,7,-3,4.7,0.8,6,-16,-13
CCN=c1scc(-c2ccc(F)cc2)n1/N=C/c1ccccn1,3.1,-4.5,-13,17,2.3,3.8,-7,1,-8
COc1ccc(CCN2C(=NC(=O)CC(C)C)SC3CS(=O)(=O)CC32)cc1 (stereo unspecified),-0.4,-3.1,-9,25,-1.6,0.3,23,-7,-5
O=C(Nc1ccc(NC(=O)c2ccncc2)cc1)c1ccncc1,-0.2,-1.2,-5,33,-0.8,1.4,-9,-8,-8
CN1CCN(C(=O)C2=C[C@@H](C3CC3)C[C@@H](OCc3ccc(CO)cc3)O2)CC1,0.0,-0.2,-3,28,-1.0,0.3,-6,-5,-1
C=CCn1c(N)cc(=O)nc1SCC(=O)Nc1cccc2ccccc12,-0.8,-1.8,-13,41,-0.5,-0.3,-13,1,-2

# High-throughput results: PubChem, several laboratories
